# Screens from PubChem.
# Chronic BCR inh – qHTS Assay to Find Inhibitors of Chronic Active B-Cell Receptor Signaling | ABC-DLBCL IkBa-CBG/CBR reporter, luminescence ratio, 4 h | Potency, µM (top dose mostly 46.1 µM), without a hit: top-dose ratio change, negative = lower green/red ratio, usual class: inhibitors | actives 0.05% (n = 340,000) | AID 493014, 2011; active = well fitted inhibition curve with a large enough effect in the signal ratio, with a control signal flat, not every such curve was filed as active; inconclusive = small, poorly fitted or top-dose-only effect, or effect the other way, or a change in a side signal; the % refers to the signal ratio;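 also: potency is read from the fitted curve at half-maximal effect; plate controls were basal doxycycline-induced cells for no effect and cells given 10 µM MG132 for full effect; MG132 reads +100%, hits lower the ratio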
#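 Compounds up to 46 uM were incubated four hours with TMD8 cells whose green CBG68 luciferase is fused to IkappaBalpha; red CBR luminescence normalised the signal, and concentration-effect curves were fitted to fusion, red and ratio data.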
# PKM2 activator – qHTS Assay for Activators of Human Muscle isoform 2 Pyruvate Kinase. purified PKM2, Kinase-Glo ATP luminescence, activation; response scale: 0% is enzyme alone, no compound. Potency, µM (series often up to 57.5 µM), for inactives: top-dose activation, most hits filed as activators. actives 0.34% (n = 260,000). AID 1631, 2009; also: potency is read from the fitted curve at half-maximal effect; nearly all actives have a fitted effect of over 55% in size
#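 Purified hPK-M2 (>95% pure) converted ADP (0.1 mM final) to ATP with 0.5 mM PEP in 50 mM imidazole pH7.2, KCl, MgCl2, Tween 20, BSA; 1 h at room temperature. ATP detected by Kinase-Glo luminescence.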
# B2AR arrestin – qHTS assay of beta-arrestin-biased ligands of beta2-adrenergic receptor; Beta-2 adrenergic receptor (Homo sapiens), P07550; beta-arrestin recruitment to beta2AR, cell-based reporter; Potency, µM (highest dose often 46.1 µM), for the others: at the highest dose activation, most hits filed as activators; actives 0.02% (n = 330,000);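 also: potency is read from the fitted curve at half-maximal effect; 0% = DMSO controls and full agonism = EC100 isoproterenol or metaproterenol; nearly all actives have a fitted effect of over 65% in size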
# KCNH2 3.1 inh – qHTS for Inhibitors of KCHN2 3.1: Mutant qHTS; Potassium voltage-gated channel subfamily H member 2, brain isoform KCNH2 3.1 (human); U2OS KCNH2 3.1, thallium flux FluxOr; active compounds read low; activity change, % (tested at about 1.8 µM); actives 0.95% (n = 340,000);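 active = maximum activity change below -70%; inconclusive = maximum activity change from -70% to -50%; inactive = maximum activity change above -50%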;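 also: thallium influx rate constant from kinetic fluorescence after stimulation buffer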
#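 We transduce U2OS cells with the mutant 3.1 virus, culture them overnight, load FluxOr with Red40 quencher for 45 min, then add stimulation buffer and read kinetically for 2 min to derive a normalized rate constant.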
# hERG WT inh – qHTS for Inhibitors of KCHN2 3.1: Wildtype qHTS; Voltage-gated inwardly rectifying potassium channel KCNH2 (Homo sapiens), Q12809; U2OS, BacMam KCNH2, thallium flux FluxOr; active compounds read low; activity change, % at 1.84 µM; actives 0.37% (n = 340,000);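 active = maximum activity change below -70%; inconclusive = maximum activity change between -70% and -50%; inactive = maximum activity change above -50%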
#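 U2OS cells were transduced with wild-type KCNH2 virus (2.03 x 10^8 / mL) for 4 h at room temperature, then cultured overnight at 37 C. Thallium flux was read with FluxOr dye. Rate constants were normalized to DMSO controls.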
# Eya2 inh – qHTS Assay for Inhibitors of the Phosphatase Activity of Eya2. Protein phosphatase EYA2 (Homo sapiens), O00167. recombinant Eya2, OMFP fluorescence dephosphorylation (OMFP is methylfluorescein phosphate). Potency, µM (series often up to 76.9 µM), for the others: top-dose activity, negative = inhibition, hits mostly inhibitors. actives 0.006% (n = 330,000). AID 488837, 2010; also: potency is read from the fitted curve at half-maximal effect
# Target sequence (O00167 whole entry, looked up): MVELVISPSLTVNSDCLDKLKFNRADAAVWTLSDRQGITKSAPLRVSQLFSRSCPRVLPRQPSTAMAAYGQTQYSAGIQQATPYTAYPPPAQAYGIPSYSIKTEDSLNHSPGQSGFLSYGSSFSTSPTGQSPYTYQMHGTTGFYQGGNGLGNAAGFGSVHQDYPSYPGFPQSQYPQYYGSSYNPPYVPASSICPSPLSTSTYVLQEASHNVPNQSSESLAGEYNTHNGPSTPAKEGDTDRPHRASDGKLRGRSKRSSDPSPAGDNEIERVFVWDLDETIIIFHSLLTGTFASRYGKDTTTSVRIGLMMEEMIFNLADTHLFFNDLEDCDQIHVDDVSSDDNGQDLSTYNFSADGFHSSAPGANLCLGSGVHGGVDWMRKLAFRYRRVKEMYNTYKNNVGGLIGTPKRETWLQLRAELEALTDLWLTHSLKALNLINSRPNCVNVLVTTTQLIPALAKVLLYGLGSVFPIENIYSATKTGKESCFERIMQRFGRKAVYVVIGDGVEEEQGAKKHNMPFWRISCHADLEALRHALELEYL
#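 Eya2 (0.2 uM) preincubated 10 min at ambient with compound, then OMFP substrate added at 50 uM; 10 min reaction in 50 mM HEPES pH 7.5, 50 mM NaCl, 5 uM MgCl2, 0.05% BSA, 1 mM DTT. Fluorescence read at Ex 485/Em 525 nm.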
# Giardia kill – Small Molecules that selectively kill Giardia lamblia: qHTS | actives 0.15% (n = 340,000) | Giardia lamblia trophozoite viability | activity change, % at 7.66 µM, hits read low; in the data active = activity change below about -80%; inconclusive = between about -30% and that limit;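 also: parasites exposed to compound for two days anaerobically before the ATP read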
#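 ATP-content bioluminescence gauges trophozoite survival. Cells (100/well) receive compound and incubate anaerobically for 48 hrs at 37 deg C; detection reagent follows for 15-30 min at room temperature.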
# Coupling enz – qHTS Assay for Inhibitors of Fructose-1,6-bisphosphate Aldolase from Giardia Lamblia: Coupling assay counterscreen | coupling enzyme system counterscreen, AmpLite Red fluorescence | activity change, negative = inhibition, % at 58.2 µM, hits read low | actives 0.67% (n = 290,000) | AID 2472, 2010; in the data active = activity change below about -30%
#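 Final compound at 57.5 uM, incubated 10 min at RT with coupling enzyme reagent (glyceraldehyde-3-phosphate), then 20 min with substrate and AmpLite Red detection. Fluorescence read at 525/598 nm; tests interference with the coupling assay, not aldolase inhibition.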
# GALK inhibitor – qHTS Assay for Inhibitors of Human Galactokinase (GALK); P51570; Purified GALK, Kinase-Glo residual ATP luminescence; Potency, µM (titrated, usually from 57.5 µM), for the others: top-dose activity change, negative = inhibition, usual class: inhibitors; actives 0.007% (n = 270,000); AID 1868, 2009; also: potency is read from the fitted curve at half-maximal effect
# Target sequence (P51570 whole entry, looked up): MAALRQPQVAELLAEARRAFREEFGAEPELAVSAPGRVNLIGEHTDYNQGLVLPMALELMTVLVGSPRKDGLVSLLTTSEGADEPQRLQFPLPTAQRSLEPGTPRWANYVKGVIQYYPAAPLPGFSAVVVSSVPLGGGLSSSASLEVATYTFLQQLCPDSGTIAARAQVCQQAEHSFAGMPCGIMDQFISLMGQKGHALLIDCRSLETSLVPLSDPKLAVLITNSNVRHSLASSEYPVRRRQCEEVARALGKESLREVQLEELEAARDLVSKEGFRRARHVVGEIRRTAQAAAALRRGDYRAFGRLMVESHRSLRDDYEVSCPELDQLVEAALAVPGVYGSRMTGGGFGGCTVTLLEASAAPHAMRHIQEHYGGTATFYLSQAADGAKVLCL
#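 Kinase-Glo Plus luminescence measured ATP left after a 1 h room-temperature reaction. The reaction used 5 nM GALK, 100 uM galactose and 35 uM ATP at pH 8.0 (20 mM HEPES, 5 mM MgCl2, 60 mM NaCl, 1 mM DTT, 0.01% BSA).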
# USP2a inh – qHTS Assay for Inhibitors of Ubiquitin-specific Protease USP2a Using CHOP2 as the Reporter | Ubiquitin carboxyl-terminal hydrolase 2 (Homo sapiens), O75604 | USP2 core, Ub-CHOP2 coupled fluorogenic reporter, 485/531 | Potency, µM (series often up to 38.3 µM), without a hit: at the highest dose activity change, negative = inhibition, hits mostly inhibitors | actives 0.01% (n = 330,000) | AID 463254, 2010;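 also: potency is read from the fitted curve at half-maximal effect; plate controls were DMSO wells for no effect and full inhibition by NEM control for full effect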
#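 Cell-free coupled assay: 10nM USP2 core preincubated 30min RT with compound in Tris-HCl pH 8.0/CaCl2/CHAPS buffer, then 25nM Ub-CHOP2 and 25nM reporter substrate; fluorescence (Ex 485/Em 531) read after 60min RT, normalized to NEM inhibition, concentration-response curves fitted.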
# uPA surface inh – qHTS for Inhibitors of Cell Surface uPA Generation. cell surface uPA generation assay, qHTS. Potency, µM (highest dose often 38.3 µM), for the others: at the top dose activity change, negative = inhibition, usual class: inhibitors. actives 0.31% (n = 330,000). AID 540303, 2011; active = well fitted inhibition curve with a large enough effect; inconclusive = small, poorly fitted or top-dose-only effect; inactive = no such curve, though single readings can be large or run the other way; tested in mouse RAW 264.7 cells; also: potency is read from the fitted curve at half-maximal effect; nearly all actives have a fitted effect of over 55% in size
# Numbers without * were called inactive; ? = inconclusive; . = not tested or not shown; & = joins results of further samples; [ ] = remark or other dose. Unless noted, calls follow the shape of the dose curve; as a rule, active = well fitted curve in the direction sought with a large enough effect; inconclusive = small, poorly fitted or top-dose-only effect, or another doubt; inactive = no such curve, though single readings can be large; an effect the other way counts as inactive or inconclusive. Unless noted, % is scaled to controls: 0 for no effect and ±100 for the full control effect. Compounds were not picked by outcome (roughly 2.4% active in at least one column).
SMILES	Chronic BCR inh	PKM2 activator	B2AR arrestin	KCNH2 3.1 inh	hERG WT inh	Eya2 inh	Giardia kill	Coupling enz	GALK inhibitor	USP2a inh	uPA surface inh
CCN1CCN(Cc2ccc(NC(=O)c3ccc(C)c(NC(=O)C[C@@H]4NC(=O)[C@H](Cc5ccccc5)NC4=O)c3)cc2C(F)(F)F)CC1	-1%	2%	-0.7%	6&6	0&-4	2%	5	2	-1%	2%	-4%
CCOC(=O)c1c(NC(=O)Cc2cccs2)sc(C)c1C	18%	5%	-0.2%	-1	-16	0%	3	4	-1%	2%	-11%
COC(=O)C1=C(C)NC(=O)NC1c1cc(Cl)ccc1OC (stereo unspecified)	?	2%	0.0%	1	-5	15%	25	-1	-6%	3%	-6%
O=C(NCc1ccccc1)C1CCCN1S(=O)(=O)c1ccc(F)cc1 (stereo unspecified)	1%	-8%[11.5 µM]	-1.9%	26	-9	-8%	1	0	6%	0%	3%
O=c1c2[nH]c3ccccc3c2ncn1CCC1=CCCCC1	?	1%	-0.4%	15	-3	15%	14	0	1%	0%	-1%
CC(NC(=O)c1ccccc1)c1nnc(SCC(=O)NC2CCCC2)n1C (stereo unspecified)	0%	.	-0.5%	6	-5	15%	-20	1	-2%	-5%	0%
Cc1ccc(S(=O)(=O)N(C)C(=O)NC(=O)NS(=O)(=O)c2ccccc2)cc1	4%	-1%	-0.3%	.	1	-2%	-2	-3	0%	-3%	3%
CCCCN(CC)Cc1ccc(CNC(=S)Nc2c(C)cc(C)cc2C)o1	?	-14%	9.6%	-5	35	11%	1	-9	6%	1%	0%
CCc1cc2cc3c(cc2nc1SCC(=O)Nc1nnc(C)s1)OCCO3	2%	-11%	0.2%	-11	-22	-10%	7	1	1%	2%	6%
COc1ccc(CCNc2nc3ccccc3n3nnnc23)cc1OC	?	9%	0.3%	13	30	-6%	15	3	3%	3%	1%
COC(=O)CSc1nnc(CSc2nc(C)cc(C)n2)n1Cc1ccco1	1%	13%	0.2%	-7	-1	-5%	-10	1	0%	2%	1%
CCC(c1nnnn1Cc1ccco1)N(CCc1ccccc1)Cc1cc2ccc(OC)cc2[nH]c1=O (stereo unspecified)	?	1%	0.3%	-44	-3	-4%	-5	-3	0%	-10%	-4%
Cc1[nH]c(C)c(S(=O)(=O)Nc2cccc(Cl)c2C)c1C(=O)N1CCCCC1	3%	-1%	0.0%	-12	12	-3%	5	-1	0%	-1%	6%
COC(=O)C1=C(C)NC(C)=C(C(=O)OC)C1c1ccc(N(C)C)cc1	21µM*	1%	0.0%	-4	41	7%	4	6	1%	0%	.
COc1cc2cc(CN(Cc3cccs3)C(=S)Nc3cccc(C)c3)c(=O)[nH]c2cc1OC	-3%	-3%	-0.6%	.	.	4%	.	0	.	2%	.

# Compound profiles, as listed above. Order of screens: Chronic BCR inh, PKM2 activator, B2AR arrestin, KCNH2 3.1 inh, hERG WT inh, Eya2 inh, Giardia kill, Coupling enz, GALK inhibitor, USP2a inh, uPA surface inh
# COC(=O)C1=C(C)NC(C)=C(C(=O)OC)C1c1ccc(N(C)C)cc1 as listed: 21µM*, 1%, 0.0%, -4, 41, 7%, 4, 6, 1%, 0%, .
# CCN1CCN(Cc2ccc(NC(=O)c3ccc(C)c(NC(=O)C[C@@H]4NC(=O)[C@H](Cc5ccccc5)NC4=O)c3)cc2C(F)(F)F)CC1 as listed: -1%, 2%, -0.7%, 6&6, 0&-4, 2%, 5, 2, -1%, 2%, -4%
# COC(=O)C1=C(C)NC(=O)NC1c1cc(Cl)ccc1OC (stereo unspecified) as listed: ?, 2%, 0.0%, 1, -5, 15%, 25, -1, -6%, 3%, -6%

# Continuation.
SMILES	Chronic BCR inh	PKM2 activator	B2AR arrestin	KCNH2 3.1 inh	hERG WT inh	Eya2 inh	Giardia kill	Coupling enz	GALK inhibitor	USP2a inh	uPA surface inh
Cc1ccc(C(=O)NNC(=O)CCN2C(=O)C3CCCCC3C2=O)cc1 (stereo unspecified)	3%	-5%	-0.8%	6	-1	-18%	4	-2	0%	4%	1%
O=C(O)c1ccc(CN(Cc2ccccc2)S(=O)(=O)c2ccc(Cl)cc2)cc1	9%	.	0.0%	0	-2	7%	6	11	-2%	-1%	.
COc1ccc(S(=O)(=O)CCC(=O)N2CCN(c3cccc(Cl)c3)CC2)cc1	-5%	-1%[0.46 µM]	-0.1%	0	-9	-6%	-7	0	-1%	-1%	3%
Cn1c(=O)n(C)c2cc(NS(C)(=O)=O)ccc21	?	1%	0.0%	-14	-1	-6%	-13	-1	3%	5%	6%
Cn1cccc1/C=N/NC(=O)c1cccc(OC(F)(F)C(F)F)c1	1%	3%	-1.8%	17	-5	-1%	-9	1	3%	-2%	-5%
CCOc1cc(C(=O)NCc2ccccc2)ccc1OCC(=O)N1CCCCC1	1%	.	-0.2%	6	-3	14%	13	.	.	-1%	-14%
CC(NC(=O)C(=O)NCC1CCCO1)c1ccccc1 (stereo unspecified)	?	-3%	0.0%	-11	6	5%	8	0	0%	1%	.
Cc1cccc(NCc2ccc([N+](=O)[O-])s2)c1	-5%	-2%	-0.8%	7	12	-13%	11	-1	-1%	-2%	-2%
CNCc1ccccc1OCC(=O)Nc1ccccc1OC	-9%	10%	0.1%	2	9	16%	33[activator]	-4	0%	3%	.
Cc1cc(Cl)cc(Br)c1OCCCN1C(=O)NC(C)(C)C1=O	?	-5%	1.9%	-5	-3	-2%	-1	3	3%	-6%	.
CN1C2C=C3C(C#N)=C(N)C(C#N)(C#N)[C@@H](c4cccc(F)c4)[C@@H]3C1CC2 (stereo partly specified)	13%	-13%	-0.2%	-2	1	-21%	-6	-7	3%	10%	-4%
Cc1ccc(OCCNC(=O)c2cc(=O)[nH]c3ccccc23)cc1	0%	-11%	0.0%	2	-9	6%	8	2	10%	2%	0%
CC(NCc1ccccc1Cl)C(=O)Nc1ccc(S(=O)(=O)N2CCCC2)cc1 (stereo unspecified)	?	-6%	-0.4%	-11	13	0%	-9	0	2%	1%	-1%
Cc1cc(OCC(=O)N(Cc2ccco2)c2c(N)n(Cc3ccccc3)c(=O)[nH]c2=O)ccc1Cl	-11%	.	0.4%	-16	0	14%	-3	.	.	3%	-12%
Cc1cc(C)nc(NS(=O)(=O)c2ccc(NC(=S)NC(=O)C(C)C)cc2)n1	-29%	0%	0.3%	6	-10	-15%	-1	1	3%	1%	1%

# Going on with the list.
SMILES	Chronic BCR inh	PKM2 activator	B2AR arrestin	KCNH2 3.1 inh	hERG WT inh	Eya2 inh	Giardia kill	Coupling enz	GALK inhibitor	USP2a inh	uPA surface inh
O=c1[nH]c(Cn2nnc(-c3ccccc3)n2)nc2scc(-c3ccccc3)c12	3%	14µM*	7.0%	-1	3	?	-7	4	0%	-1%	-4%
COc1ccc(N(C)C(=O)Cc2c(C(=O)O)n(C)c3ccccc23)cc1	-2%	.	0.1%	-15	2	7%	9	7	4%	3%	13%
O=C1/C(=C/c2ccc(F)cc2)CCC1C1CCCC1 (stereo unspecified)	?	-2%	-0.8%	-4	-6	-7%	-21	1	.	-1%	5%
CCCCCCNC(=O)Cc1nc2nc(C)cc(C)n2n1	?	8%	-0.3%	-3	-11	-2%	8	1	2%	2%	.
Cc1ccc(S(=O)(=O)c2nnn3c2nc(N2CCN(c4ccccn4)CC2)c2ccccc23)cc1	9%	0%[0.46 µM]	0.5%	14	-5	3%	0	-3	-3%	3%	-6%
COc1ccc(CC(=O)n2nc(-c3ccccc3)nc2NCc2ccco2)cc1	11%	0%	-0.4%	7	-8	-10%	13	2	-5%	1%	-1%
CCOc1ccc(NC(=O)CN(C)C(=O)C(C)N2C(=O)c3ccccc3C2=O)cc1OCC (stereo unspecified)	0%	.	0.0%	21	13	22%	19	.	.	3%	5%
O=C(c1ccco1)N1CCN(CCCCN2C(=O)c3ccccc3C2=O)CC1	5%	-6%	-0.6%	2	26	-6%	2	-1	4%	-1%	-4%
